# Screening data as filed in PubChem BioAssay.
# SSB-PriA inh – inhibitors of Klebsiella pneumoniae PriA binding to SSB C-terminal tail, primary screen, biochemical, AlphaScreen | AlphaScreen SSBct-PriA binding, biotinylated peptide | inhibition, % at 33 µM | 0.6% of 430,000 active; in the data active means inhibition mostly above about 37%, no sharp cut-off; inactive means mostly below about 20%;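 further: plate controls were negative control peptide for no effect and reference peptide for full effect; strong numbers were not always called active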
# 3CLpro inhibitor – SARS-CoV 3CLpro protease inhibitors, primary screen, biochemical, quenched FRET; AID 1706, 2009; inhibition, % at 6 µM; Replicase polyprotein 1ab (Severe acute respiratory syndrome coronavirus), P0C6X7; 0.14% of 290,000 active; recombinant SARS-CoV 3CLpro, quenched FRET peptide cleavage; in the data active means inhibition above about 12%
# PfHsp40 yeast – rescue of yeast from PfHsp40 toxicity, primary screen, S. cerevisiae, ATP luminescence; S. cerevisiae expressing PfHsp40, growth rescue; growth rescue, % at 12.5 µM; 0.68% of 340,000 active; in the data active means growth rescue above about 28%, passing the limit was not always enough; inconclusive means no clear call, values can overlap the other calls;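 further: yeast W303a lacking pdr1 and pdr3 grown in galactose medium; growth measured after three days at 30 °C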
# Anthrax LF prot – Bacillus anthracis LF protease inhibitors, primary screen, biochemical, multiplex microsphere, MLPCN library; Lethal factor (Bacillus anthracis), P15917; multiplex microsphere protease cleavage assay; inhibition, % at 10 µM; 0.12% of 360,000 active; in the data active means inhibition above about 30%; inconclusive means no clear call, values can overlap the other calls; further: plate controls were buffer without enzyme for full effect and enzyme alone for no effect
# VHR inh abs – VHR1 phosphatase inhibitors, primary screen, biochemical, absorbance, uHTS | inhibition, % at 13.3 µM | Dual specificity protein phosphatase 3 (Homo sapiens), P51452 | 0.52% of 290,000 active | recombinant VHR phosphatase, pNPP absorbance; in the data active means inhibition above about 50%; further: some compounds called inactive have numbers as strong as hits
# Target sequence (P51452 whole entry, looked up): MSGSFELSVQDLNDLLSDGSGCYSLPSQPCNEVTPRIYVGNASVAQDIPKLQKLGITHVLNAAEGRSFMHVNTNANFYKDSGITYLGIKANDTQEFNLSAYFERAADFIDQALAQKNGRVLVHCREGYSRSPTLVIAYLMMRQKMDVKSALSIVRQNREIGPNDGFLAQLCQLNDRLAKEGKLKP
# TcdB inh – TcdB glycohydrolase inhibitors, primary screen, biochemical, single point, plate reader; Toxin B (Clostridioides difficile), P18177; TcdB glycohydrolase enzymatic assay; inhibition, % at 9.99 µM; 0.24% of 350,000 active; in the data active means inhibition above about 10%
# Rv3671c protease – Rv3671c serine protease inhibitors, primary screen, biochemical, fluorescence polarization, M. tuberculosis H37Rv; P9WHR9; inhibition, % at 5.96 µM; 0.048% of 320,000 active; AID 2606, 2010; in the data active means inhibition above about 38%;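 further: extracellular domain of Rv3671c used as enzyme; 0% = enzyme with DMSO and 100% = no enzyme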
# Target sequence (P9WHR9 whole entry, looked up, the tested form may be a part): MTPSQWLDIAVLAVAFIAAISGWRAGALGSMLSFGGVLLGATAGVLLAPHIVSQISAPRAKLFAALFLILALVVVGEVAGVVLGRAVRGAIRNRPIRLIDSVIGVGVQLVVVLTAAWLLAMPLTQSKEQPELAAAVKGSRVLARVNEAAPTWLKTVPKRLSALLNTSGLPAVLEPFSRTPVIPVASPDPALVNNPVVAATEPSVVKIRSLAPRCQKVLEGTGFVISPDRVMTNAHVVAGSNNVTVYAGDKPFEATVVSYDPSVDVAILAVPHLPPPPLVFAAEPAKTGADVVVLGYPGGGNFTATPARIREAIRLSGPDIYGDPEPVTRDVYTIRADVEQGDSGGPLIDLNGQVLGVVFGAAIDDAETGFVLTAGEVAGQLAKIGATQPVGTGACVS
# MazF activator – activators of E. coli MazEF toxin-antitoxin RNase, primary screen, biochemical, fluorescence, uHTS; FAM/BHQ RNA-DNA oligo cleavage fluorescence, 5 h; activation, % at 20 µM; 0.32% of 350,000 active; AID 504720, 2011; in the data active means activation above about 50%
# Target sequence (P0AE70 whole entry, looked up): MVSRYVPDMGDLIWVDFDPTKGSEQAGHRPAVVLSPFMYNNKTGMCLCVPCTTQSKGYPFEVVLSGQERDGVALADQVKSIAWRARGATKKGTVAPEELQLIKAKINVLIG
# Y pestis TopoI – Yersinia pestis topoisomerase I inhibitors, primary screen, biochemical, cleavage product accumulation, plate reader, single point; DNA topoisomerase I (Yersinia pestis CO92); Y. pestis Topo-I cleavage product accumulation; activity, % at 10 µM; 0.064% of 360,000 active; AID 504884, 2011; in the data active means activity above about 50%, passing the limit was not always enough; inconclusive means no clear call, values can overlap the other calls; further: inactives centre near 2
# BH1578 lux ind – inducers of Vibrio cholerae quorum light production without autoinducers, primary screen, BH1578 luxS cqsA deficient, single point; AID 588436, 2011; activation, % at 18.7 µM; V. cholerae BH1578 lux reporter, luminescence, 6 h; 0.16% of 350,000 active; in the data active means activation mostly above about 9.7%, no sharp cut-off; inconclusive means no clear call, values can overlap the other calls; inactive means mostly below about 3.7%; further: not every result past the cut was called active; inactives centre near 0; reference of the scale not given here
# The depositor's hits bear a star; i = inactive; ? = inconclusive; . = no result given; & = joins results of further samples; ! = not active in a repeat.
SMILES,SSB-PriA inh,3CLpro inhibitor,PfHsp40 yeast,Anthrax LF prot,VHR inh abs,TcdB inh,Rv3671c protease,MazF activator,Y pestis TopoI,BH1578 lux ind
CCCCc1nnc(NC(=O)C2CCN(c3ncnc4sc(C)c(C)c34)CC2)s1,-11.0,.,1.1,-1.8,.,1.6,-4.6,0.5,10.0,10.0
COCCCn1c(=O)c2ccccc2n(Cc2ccccc2C)c1=O,-15.8,2.3,0.4,1.5,24.0,1.4,8.5,9.1,9.7,0.1
COC(=O)c1sc(N)c(C(=O)OC)c1CSc1nc2sc3c(c2c(=O)n1C)CCC3,-14.4,3.2,-1.3,-9.9,-0.3,.,1.8,-2.6,-6.4,i
Cc1ccccc1NC(=O)COc1cccc2c1CCNC2=O,-1.2,.,0.1,-0.1,.,-6.7,4.1,3.8,-10.1,-1.4
COc1cc(C2C(C#N)=C(SC)NC3=C2C(=O)CCC3)ccc1O (stereo not drawn),-3.4,0.7,-0.3,-6.7,8.5,-1.7,8.1,4.6,3.1,-0.3
CC(C)n1c(SCc2ccccc2F)nc2c1c(=O)n(C)c(=O)n2C,-0.8,-3.0,0.1,-5.8,4.0,2.7,1.3,-1.4,17.2,-0.4
NC(=O)C1CCN(C(=O)c2ccc3nc(-c4ccccc4)c(-c4ccccc4)nc3c2)CC1,-5.1,0.6,-0.1,1.0,-9.3,-0.7,0.2,4.6,17.8,0.7
COc1ccc(NC(C)C(=O)N/N=C/c2c(O)ccc3ccccc23)cc1 (stereo not drawn),.,0.7,1.9,-4.7,-2.0,1.1,.,-0.6,-13.1,-0.5
c1cncc(CN=C2Nc3ccccc3CS2)c1,-20.5,8.5,0.1,-15.2,27.4,1.0,-8.0,5.7,4.4,-0.2
COc1ccc(CCNC(=O)Cc2ccc3c(c2)OCO3)cc1OC,2.9,1.2,-2.0,-2.7,-7.8,.,-6.5,-2.7,4.1,i
CC(NC(=O)c1ccncc1)c1ccc(Br)cc1 (stereo not drawn),-6.5,.,-0.8,-12.4,.,-0.1,-1.4,1.1,4.0,-1.0
COc1cccc(NC(=O)C2CCN(S(=O)(=O)c3ccc4[nH]c(=O)ccc4c3)CC2)c1,-4.5,-2.5,-1.3,-7.7,-6.4,0.6,-0.9,0.1,1.4,i
COc1ccc(OCC(O)CNc2ccc(Br)cc2)cc1 (stereo not drawn),13.2,-1.3,9.3,2.3,-19.2,-2.4,0.3,-1.1,20.9,i
COc1ccc(COC(=O)c2ccc(N3CCCC3=O)cc2)cc1F,-26.9,-3.9,0.2,-4.5,-2.3,.,-3.4,-0.6,0.0,-1.2
COc1cccc(NS(=O)(=O)c2ccc3[nH]cc(C(=O)NCCCOC(C)C)c(=O)c3c2)c1,-4.9,0.9,1.7,-2.5,24.9,.,-13.2,-5.6,-4.8,i
CN(CC(=O)NCc1cccnc1)S(=O)(=O)c1ccc(F)cc1,-1.7,3.7,-2.5,-0.3,25.5,1.5,4.2,11.6,1.9,-0.4
N=c1sccn1CC(=O)Nc1ccc(Cl)c(S(=O)(=O)N2CCOCC2)c1,-4.7,6.0,-0.9,-1.8,15.1,.,-5.5,7.1,-6.1,-0.5
Cc1cc(Cl)nc(SCC(=O)c2ccccc2)n1,-55.0,-4.0,0.0,6.7,21.9,-9.7,-1.1,2.1,9.2,i
COC(=O)/C(=C1\Oc2ccc(C(C)(C)C)cc2S1)C(F)(F)F,-7.6,-3.5,-0.9,0.0,11.5,0.2,-4.0,-0.3,-4.4,i
O=C(Nc1cccc(O)c1)c1cc(-c2ccc3c(c2)OCO3)on1,-7.7,-1.0,-1.6,-1.4,30.5,1.5,-48.9,-32.6,17.9,-0.4
COc1cccc(NC(=O)CSc2nc3ccccc3c3nc4ccccc4n23)c1,-0.1,-2.0,-1.1,-3.1,4.3,.,-3.1,-18.0,-0.7,-0.6
Cc1ccc(NC(=O)c2c(Cl)nc3ccccn23)cc1,-5.7,0.2,-0.1,-1.2,-10.0,0.0,-13.1,7.1,0.3,-0.3
O=C(NCCC1CCCCN1S(=O)(=O)c1cccs1)C(=O)Nc1ccc(F)cc1F (stereo not drawn),-8.2,.,-0.2,-1.2,.,1.8,-0.6,-4.8,17.0,-1.8
Nc1nonc1-n1nnc(C(=O)N/N=C/c2c[nH]c3ccccc23)c1-c1ccccc1,.,-3.2,-1.1,4.8,13.7,0.9,12.6,23.8,-22.9,i
CCOC(=O)C1C(=O)NC(N2CCOCC2)=NC1C(C)C (stereo not drawn),-7.8,0.9,-1.7,-8.0,-3.6,.,-2.9,6.9,0.0,0.4
# The list goes on.
SMILES,SSB-PriA inh,3CLpro inhibitor,PfHsp40 yeast,Anthrax LF prot,VHR inh abs,TcdB inh,Rv3671c protease,MazF activator,Y pestis TopoI,BH1578 lux ind
O=C(N/N=C/c1ccco1)c1cc(-c2cccc3ccccc23)n[nH]1,.,-0.5,0.1,-1.6,8.2,.,-26.1,16.1,10.8,-4.3
C=CCN1C(=O)/C(=C/c2ccc(OCC(=O)O)cc2)S/C1=N/c1nccs1,.,-0.1,-0.6,-1.3,-0.9,0.1,-24.6,-3.1,-0.2,0.0
Cc1csc(=O)n1CC(=O)OCC(=O)Nc1cc(Cl)ccc1[N+](=O)[O-],0.8,3.9,0.2,2.1,22.9,-0.8,-5.5,8.0,14.3,i
CC(=Nc1ccccc1C)C1=C(O)CSC1=O,-2.5,-1.3,-0.6,0.7,26.1,2.9,11.5,-12.8,8.5,-0.4
CCOc1cc(C(=O)O)cc(Cl)c1OC,-2.6,2.9,-0.5,-6.3,13.3,.,2.4,6.2,0.7,0.1
CCOc1ccccc1C(=O)Nc1nccs1,-20.6,-4.7,0.6,1.5,-2.3,.,-1.7,8.7,-0.9,0.6
CS/C(=C\C(=O)c1ccco1)Nc1ccccc1Cl,6.5,-3.9,0.1,-2.1,12.7,-1.4,-7.1,-1.0,2.1,-0.6
COc1cc(-c2nnc(CSc3nnc(Nc4ccc(C(C)C)cc4)s3)o2)cc(OC)c1OC,-10.8,-1.3,-1.4,-1.0,-7.5,1.0,-14.2,-1.1,33.6,-3.6
CC(C)CCNC(=O)c1cccc(C(=O)NCCC(C)C)c1,-9.4,-1.6,-0.5,-2.6,16.1,.,2.6,0.7,-3.4,-1.7
CN1CCN(Cc2cn[nH]c2-c2ccc(F)cc2F)[C@@H](c2ccccc2)C1,-9.7,5.0,0.0,0.3,15.1,0.2,10.7,5.0,-4.0,-0.5
CCn1c(=O)cc(OCC(=O)N2CCN(c3ccc(F)cc3)CC2)c2ccccc21,-6.1,4.2,-1.7,0.0,4.0,1.7,4.2,7.6,-1.4,-0.2
CC(C)C(C)NC(=O)CN1C(=O)NC2(CCc3ccccc3C2)C1=O (stereo not drawn),-20.5,4.7,?,0.8,17.9,-0.5,5.1,-3.3,9.7,1.0
Cc1cc(C)c(S(=O)(=O)NCc2cccnc2)cc1C,-25.4,2.5,-0.3,.,13.6,0.9,0.9,6.8,5.5,-0.4
COc1cccc(NC(=O)CSc2nnc3ccc(-c4ccncc4)nn23)c1,-6.7,.,-0.2,.,.,1.6,.,-0.1,-1.7,-0.6
CC(=O)c1ccc2c3c(cc(C)c2c1)CCCC3,-6.7,.,-0.5,0.0,.,1.3,.,-6.4,49.7,i
COC(=O)c1ccc(OC(=O)C2CC(=O)N(c3ccc(C)cc3C)C2)cc1 (stereo not drawn),-20.5,-6.3,-0.8,-1.8,-2.0,.,-0.8,1.3,5.9,i
C/C(=N\NC(=O)Cn1nc(C)c([N+](=O)[O-])c1C)c1ccc(Cl)s1,.,-3.6,-0.9,5.3,-8.5,-0.8,-2.4,6.3,5.2,-0.6
Cc1ccc(C(=O)N2CCCC(C(=O)c3ccc(Oc4ccccc4)cc3)C2)cn1 (stereo not drawn),-10.8,-1.5,2.3,0.0,17.7,-0.1,-1.2,0.8,47.9,i
O=C(OCCN1CCCCC1)c1ccc(O)cc1,11.7,0.5,-1.1,1.1,5.0,.,-7.3,1.9,3.2,-0.7
CC(NC(=O)c1ccc2c(=O)n3c(nc2c1)CCC3)c1ccc(S(N)(=O)=O)cc1 (stereo not drawn),-13.9,.,-1.7,1.2,.,3.6,-8.2,5.7,7.9,-1.1
O=S(=O)(NC1CCCCC1N1CCN(c2ccccc2F)CC1)c1ccccc1 (stereo not drawn),1.3,2.9,1.6,-1.9,25.2,-7.4,-1.8,2.8,33.3,i
CC(=O)N1CCn2c3c(c(=O)c4cc(C)ccc42)CCC31 (stereo not drawn),-14.9,-6.1,0.3,-0.3,18.0,.,-80.2,7.9,-8.3,i
O=C(Oc1ccc(C(=S)N2CCC(O)CC2)cc1)c1ccc(Cl)cc1,5.7,2.8,1.4,-3.7,19.1,0.4,8.9,9.6,22.3,-0.2
Cc1ccc(S(=O)(=O)Nc2ccc(N3CCCCC3)cc2)cc1,23.8,-2.6,-1.1,-18.5,3.5,-44.1,-6.4,0.3,2.3,i
COc1ccc2c(Cl)c(C(=O)NN)sc2c1,3.9,10.6,0.4,-2.5,9.6,-1.9,6.7,-0.4,6.5,6.2
CO[C@H]1O[C@H](CBr)[C@@H](OC(=O)c2ccccc2)[C@H](O)[C@H]1O,-11.8,.,-2.0,-11.6,.,0.5,-1.9,1.7,5.2,-0.7
Fc1ccc(SCCc2ccccn2)cc1,0.0,-0.1&0.8,-0.8&-0.5,-1.3&-19.7,-14.6&20.4,0.3&0.8,5.8&1.7,-7.4&6.6,50.1*!,7.1&0.4
COc1ccc(/C=N/N(C(C)=O)c2nc(-c3ccc(C)cc3)cs2)cc1,.,0.0,0.2,6.7,0.0,.,-2.0,1.5,-1.8,i
COc1cc(NC(=O)c2ccc3c(c2)OCCO3)ccc1NC(=O)c1ccccc1Cl,-15.1,-6.6,-1.1,-4.8,1.2,-1.9,-6.9,1.5,7.0,-0.3
CCCCNC(=O)[C@H]1C[C@H]1[C@@H](O)[C@H](CO)NC(=O)[C@H](CC(C)C)NC(=O)OC(C)(C)C,-15.4,-8.2,1.3,-1.4,8.9,.,0.2,2.1,-6.4,-1.4

# Laid out differently: 5 of the compounds above.
# Below each SMILES: SSB-PriA inh, 3CLpro inhibitor, PfHsp40 yeast, Anthrax LF prot, VHR inh abs, TcdB inh, Rv3671c protease, MazF activator, Y pestis TopoI, BH1578 lux ind
> CC(=O)c1ccc2c3c(cc(C)c2c1)CCCC3
  -6.7, ., -0.5, 0.0, ., 1.3, ., -6.4, 49.7, i
> COC(=O)c1ccc(OC(=O)C2CC(=O)N(c3ccc(C)cc3C)C2)cc1 (stereo not drawn)
  -20.5, -6.3, -0.8, -1.8, -2.0, ., -0.8, 1.3, 5.9, i
> C/C(=N\NC(=O)Cn1nc(C)c([N+](=O)[O-])c1C)c1ccc(Cl)s1
  ., -3.6, -0.9, 5.3, -8.5, -0.8, -2.4, 6.3, 5.2, -0.6
> Cc1ccc(C(=O)N2CCCC(C(=O)c3ccc(Oc4ccccc4)cc3)C2)cn1 (stereo not drawn)
  -10.8, -1.5, 2.3, 0.0, 17.7, -0.1, -1.2, 0.8, 47.9, i
> O=C(OCCN1CCCCC1)c1ccc(O)cc1
  11.7, 0.5, -1.1, 1.1, 5.0, ., -7.3, 1.9, 3.2, -0.7

# Some of the compounds tested (hit frequency here may not be typical).
